Screening data deposited in PubChem BioAssay by National Center for Advancing Translational Sciences (NCATS).
FEN1 inhibitor = blocks human flap endonuclease 1 | actives 0.35% (n = 390,000) | P39748 | Potency, µM (series often up to 114 µM), for inactives: at the top dose activity change, negative = inhibition, hits mostly inhibitors | Recombinant FEN1 flap cleavage, fluorescence, 15 min; note: nearly all actives have a fitted effect of over 65% in size
Target sequence (P39748 whole entry, looked up): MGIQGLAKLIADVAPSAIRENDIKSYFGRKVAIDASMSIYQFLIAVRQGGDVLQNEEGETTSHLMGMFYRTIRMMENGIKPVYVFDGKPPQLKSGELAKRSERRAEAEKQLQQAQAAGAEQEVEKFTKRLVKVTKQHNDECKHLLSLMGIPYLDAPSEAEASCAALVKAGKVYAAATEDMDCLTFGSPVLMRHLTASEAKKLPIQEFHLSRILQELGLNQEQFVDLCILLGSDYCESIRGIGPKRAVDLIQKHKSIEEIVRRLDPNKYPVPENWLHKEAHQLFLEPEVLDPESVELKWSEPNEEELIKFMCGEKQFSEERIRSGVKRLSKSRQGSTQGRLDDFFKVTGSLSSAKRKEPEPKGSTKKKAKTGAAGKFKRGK
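FEN1 at 10 nM, compound pretreatment for 15 min (room temperature), 50 nM final substrate to initiate; endpoint reads at 0 and 15 min; DMSO-only plates used as vehicle background.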
N370S GC = inhibitors or activators of N370S glucocerebrosidase for Gaucher disease; N370S GC spleen homogenate, 4MU-glucoside fluorescence; Potency, µM (doses to about 59.4 µM), inactives show at the top dose activity change, negative = inhibition, usual class: inhibitors; actives 0.092% (n = 330,000); AID 2101;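 note: 0% = full enzyme activity and -100% = no enzyme basal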
TDP1 cell CPT = DT40-hTDP1 cell growth loss with CPT. chicken DT40 Tdp1-/-;hTDP1 cells + 20 nM CPT, ATP luminescence, 48 h. Potency, µM (series often up to 46.2 µM), inactives show top-dose activity change, negative = growth inhibition, hits mostly inhibitors. actives 12% (n = 420,000). AID 686979; note: nearly all actives have a fitted effect of over 55% in size
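Cell growth measured by CellTiter-Glo luminescence after a minimum 48 h, 37 C compound exposure with 20 nM CPT in Tdp1-knockout DT40 cells stably expressing hTDP1, seeded 400/well; qHTS titration format.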
* hit, by the source's call; ? = inconclusive; · = not tested or not shown; & = joins results of further samples; [ ] = remark or other dose. Calls come from the whole dose curve; as a rule, active = well fitted curve in the direction sought with a large enough effect; inconclusive = small, poorly fitted or top-dose-only effect, or another doubt; inactive = no such curve, though single readings can be large; an effect the other way counts as inactive or inconclusive. Unless noted, % is set by controls: 0 for no effect and ±100 for the full control effect; potency is the fitted concentration of half-maximal effect.

Each structure is followed by: N370S GC | FEN1 inhibitor | TDP1 cell CPT
CCn1c(=O)cc(SCC(=O)NCCc2cc(OC)ccc2OC)c2ccccc21
 : · | 12.9% | 20.6µM*
COC(=O)C(CC(=O)c1ccc(Br)cc1)n1nc(C)cc1C (stereo unspecified)
 : -16.9% | 9.6% | ?
COC(=O)c1ccc(CNC(=O)c2cc(COc3cncc(Cl)c3)on2)cc1
 : -9.7% | 12.3% | ?
CCCCn1c(=O)c(CCC(=O)OCC(=O)NC(C)c2ccccc2)nc2ccccc21 (stereo unspecified)
 : 19.2% | -0.3% | 11.3%
COc1ccc(/C=C/C2=NC(=C\N(C)C)/C(=O)O2)cc1
 : -14.7% | -13.0% | -0.1%
O=C(NC1CCCCC1)C1CCN(c2nccs2)CC1
 : 0.0% | 7.8% | -0.2%
O=C(Nc1cccc(C(F)(F)F)c1)c1ccc2nc(N3C(=O)CCC3=O)sc2c1
 : -2.2% | -6.2% | -9.8%
CC1CCCC(C)N1CCCNC(=O)Cn1ncc2c([nH]c3ccccc32)c1=O (stereo unspecified)
 : -0.2% | 12.3% | -14.3%
O=C(COc1ccc(Br)cc1Br)NC1CCS(=O)(=O)C1 (stereo unspecified)
 : -15.5% | -0.6% | -8.0%
Cc1ccc(NC(=O)CN(C)C(=O)COC(=O)CCS(=O)(=O)c2ccc(C)cc2)cc1
 : -0.9% | -3.1% | 17.6%
Cc1ccc(C2=NN(C(=O)COc3ncnc4ccccc34)C(c3ccco3)C2)cc1 (stereo unspecified)
 : -3.1% | -5.3% | 2.5%
COc1ccc2[nH]c(=O)c(CN(C(=O)c3ccncc3)C(C)(C)C)cc2c1
 : -6.0% | 2.6% | -5.8%
COc1ccc2nc(NC3=NC(c4ccccc4)CC(=O)N3)nc(C)c2c1 (stereo unspecified)
 : -1.3% | -10.5% | ?
CCOC(=O)c1c(NC(=O)c2nn(CC)cc2Br)c(C#N)cn1-c1ccccc1
 : 12.6% | -8.2% | ?
CN(NS(C)(=O)=O)c1ncc(C(F)(F)F)cc1Cl
 : -2.7% | 1.5% | -11.9%
Cc1ccc(C(=O)CSc2nnc(-c3ccco3)n2C)cc1
 : -11.7% | 1.1% | ?
Cc1ccnn1CC(=O)N/N=C/c1cn[nH]c1-c1ccc(F)cc1
 : -0.6% | 0.1% | -3.2%
Cc1ccc(C)c(SCC(=O)N(C)CC(=O)Nc2ccc(N3CCOCC3)cc2)c1
 : -3.2% | 1.5% | -17.7%
O=C(c1cc(-c2cccnc2)nc2ccccc12)N1CCN(S(=O)(=O)c2cccs2)CC1
 : · | -2.2% | ?
Cc1ccc(NCC(=O)Nc2cccc(S(=O)(=O)N(C)C)c2)c(Cl)c1
 : 6.8% | 15.7% | ?
O=c1ccc(S(=O)(=O)N2CCC(Cc3ccccc3)CC2)c[nH]1
 : 22.0% | -5.2% | -23.2%
CCN=C1SC(CC(=O)NC(C)C)C(=O)N1CC (stereo unspecified)
 : 5.0% | -12.0% | -2.3%
O=C(Nc1ccccc1Cl)c1cccc(COc2cc(Cl)ccc2Cl)c1
 : -7.2% | 4.4% | ?
CN(Cc1nc2ccccc2c(=O)[nH]1)C(=O)c1ccccc1OCc1ccc(Cl)cc1
 : · | -7.0% | -26.9%
O=C(c1cc2ccccc2oc1=O)N1CCCCCCC1
 : -2.9% | -2.2% | 11.0%
CC(C)OCCCNC(=O)COc1ccc2oc3c(c2c1)CCCC3
 : 2.2% | -2.9% | ?
CCOc1ccccc1CNS(=O)(=O)c1ccc2[nH]c(=O)ccc2c1
 : · | -1.5% | ?
CC(=O)Nc1sc(C)c(C)c1C(=O)OCC(=O)Nc1cccc(C)c1
 : · | 0.8% | 16.4µM*
Fc1ccc(-c2nnc(NC3=NCCCCC3)o2)cc1
 : -17.8% | 38.3%[activator] | ?
Cc1ccccc1-c1nc(CS(=O)(=O)CC(=O)N2CCN(c3ccccc3)CC2)c(C)o1
 : · | -18.6% | -24.2%
CCOc1ccc(S(=O)(=O)N2CCCC(C(=O)NCc3cccnc3)C2)cc1 (stereo unspecified)
 : -15.3% | -35.0% | -23.3%
Cc1ccc(N(CC(=O)Nc2ccc(C)c(F)c2)S(=O)(=O)c2c(C)n[nH]c2C)cc1
 : · | 3.0% | -26.3%
COC(=O)c1cccc(NC(=O)CSc2nnnn2C)c1
 : 1.1% | 2.7% | -3.0%
C/C(=N\NC(=O)c1csc(C)c1C)c1ccc(C)s1
 : 0.8% | -1.1% | 2.59µM*
CCOc1ccc(CNC(=O)CCCn2c(=O)c3cccn3c3ccccc32)cc1
 : · | -4.5% | ?
CN1CCN(C(=O)c2cccc(COc3cc(Cl)ccc3Cl)c2)CC1
 : -15.1% | -16.0% | ?
Cc1cc(C(=O)N/N=C/C=C/c2ccccc2[N+](=O)[O-])c(C)o1
 : ? | 7.7% | -4.9%
COc1ccc(Oc2ncc3nc(C)c(=O)n(-c4ccccc4)c3n2)cc1
 : 2.7% | · | ?
CCOc1ccc(NC(=O)NNC(=O)C(C)Oc2ccccc2OC)cc1 (stereo unspecified)
 : -2.2% | -7.0% | 14.0%
COCc1ccc(CN2CCCCC2C(=O)Nc2ccc(Oc3ccccc3)nc2)o1 (stereo unspecified)
 : -2.8% | 5.4% | ?
Cc1c(Cl)cccc1NC(=O)C1COc2ccccc2O1 (stereo unspecified)
 : -7.0% | -11.8% | -2.6%
O=C(c1cn(-c2ccccc2)nc1-c1cccc(Br)c1)N1CCOCC1
 : -4.3% | 12.2% | -21.3%
COc1ccc(/C=C/C(=O)NC(=S)N2CCN(c3ccccn3)CC2)cc1
 : -4.2% | -1.0% | -19.2%
O=C(NCc1ccccc1F)C1CCCN(C(=O)NC2CCCCC2)C1 (stereo unspecified)
 : 5.6% | 1.7% | -4.3%
O=c1[nH]c(=O)n([C@H]2C[C@H](O)[C@@H](CO)O2)cc1Br
 : -8.5%&-1.5%&-2.9% | -0.9% | ?
Cc1onc(-c2c(F)cccc2Cl)c1C(=O)NCCO
 : -9.6% | -4.1% | 6.2%
Cc1cc(C(=O)N/N=C2\CC(=O)CC(C)(C)C2)c(C)n1-c1ccccc1
 : 13.7% | 12.6% | ?
Cc1cc(C)cc(N2CCCn3c2nc2c3c(=O)n(CC(=O)OCc3ccccc3)c(=O)n2C)c1
 : 3.1% | -1.6% | ?
O=[N+]([O-])c1cc(S(=O)(=O)NC2=NCCCCC2)ccc1Cl
 : -7.3% | 8.2% | -1.1%
Cc1ccc(C2Nc3ccccc3C(=O)N2Cc2ccco2)cc1 (stereo unspecified)
 : 5.3% | -10.0% | 18.4µM*
Cc1ccc(CCNC(=O)c2ccc3c(c2)N(Cc2cc(C)ccc2C)C(=O)c2ccccc2S3=O)cc1 (stereo unspecified)
 : · | -10.4% | ?
O=C(COc1ccc([N+](=O)[O-])cc1)Nc1ccc2c(c1)CCC2
 : · | 12.6% | ?
C=CCc1cccc2cc(C(=O)N(C)C)c(=O)oc12
 : -0.9% | 10.0% | -13.9%
CCOc1cc(C(=O)O/N=C(\N)c2ccc([N+](=O)[O-])cc2)cc(OCC)c1OCC
 : · | -3.4% | -26.4%
O=C(O)c1c(-n2cccc2)sc2c1CCCC2
 : 9.6% | 2.3% | 11.6%
O=C(c1ccccc1)c1cccc(NC(=O)c2ccco2)c1
 : -4.4%[2.35 µM] | -3.1% | ?
COc1ccccc1Nc1nc(N)nc(CSc2nncn2C)n1
 : -1.2% | 8.6% | -13.7%
CC(C)[C@H](NC(=O)c1ccccc1)C(=O)OCc1nc2scc(-c3ccccc3)c2c(=O)[nH]1
 : -4.0% | 2.1% | -25.0%
COc1ccccc1CNc1ncnc2c1c(-c1ccccc1)cn2-c1cccc(C)c1
 : · | -12.9% | ?
CN(C(=O)c1nc(-c2ccccc2)n(-c2ccccc2)n1)C1CCS(=O)(=O)C1 (stereo unspecified)
 : -2.9% | -16.3% | -14.0%

(listing goes on)
Each structure is followed by: N370S GC | FEN1 inhibitor | TDP1 cell CPT
Cc1ccc(NC(=O)CS(=O)CC(=O)N2CCN(C3CCCC3)CC2)cc1 (stereo unspecified)
 : 15.8% | 2.4% | 2.3%
CCCC(=O)C1=C(O)C(C(=O)OC)C(C)(C)CC1=Nc1ccc(N)cc1 (stereo unspecified)
 : 11.9% | -13.4% | -18.6%
Nc1ccccc1Nc1cc(-c2ccccc2)nn1-c1cccc(Cl)c1
 : 1.0% | -15.4% | -15.4%
COc1ccc(S(=O)(=O)N2CCN(C)CC2)cc1
 : -8.9% | -10.4% | 11.2%
CCCc1ccc(Oc2cc(NN3CCCCC3)c([N+](=O)[O-])cc2[N+](=O)[O-])cc1
 : 3.4% | 1.6% | 0.2%
CCC(CC)C(=O)Nc1ccc(C(=O)Nc2cc(C)on2)cc1
 : -2.1% | -1.9% | 6.9%
c1coc(CNc2ncnc3c2[nH]c2ccccc23)c1
 : · | ? | 12.6µM*
Cc1ccc2c(c1)cc(CN(Cc1cccnc1)C(=O)c1ccccc1)c1nnnn12
 : -7.2% | 0.9% | -10.0%
COc1ccc(CNc2ncnc3c2cnn3-c2ccc(Cl)cc2)cc1
 : · | 1.4% | -17.1%
FC(F)(F)c1cccc(CNC2c3ccccc3-c3ccccc32)c1
 : -27.7% | -19.3% | -20.1%
O=C(CSc1nc2cc(Cl)ccc2s1)c1ccco1
 : -7.1% | -8.6% | -6.2%
COc1ccc2ccc(Oc3ncccn3)cc2c1
 : 1.0% | 9.7% | -0.8%
CNC(=O)C1CCN(C(=O)N2CC(C)Oc3ccc(Cl)cc32)CC1 (stereo unspecified)
 : · | 8.4% | -1.2%
O=C(NCc1ccc(F)cc1)c1c(O)c2cccc3c2n(c1=O)CCC3
 : -20.9% | -9.5% | ?
CC1CCCCN1S(=O)(=O)c1cccc2cccnc12 (stereo unspecified)
 : 1.4% | -11.4% | 4.8%
CC(=O)C1C(c2ccc(Br)cc2)c2c(noc2C)CC1(C)O (stereo unspecified)
 : -12.6% | -2.6% | 5.2%
Clc1ccc(COn2c(-c3ccc(Cl)cc3)nc3ccccc32)cc1
 : 9.2% | -21.5% | ?
O=C(c1ccco1)N1CCN(C(=S)NCc2ccc(F)cc2)CC1
 : -1.4% | -7.7% | 0.2%
N#Cc1ccc(NC(=O)CSc2n[nH]c(=O)n2C2CC2)cc1
 : · | 11.2% | 6.2%
O=C(/C=C/c1ccccc1)NC1CCSC1=O (stereo unspecified)
 : 6.7% | 2.1% | -15.1%

Complete entries, quoted from the list. Values in the order: N370S GC	FEN1 inhibitor	TDP1 cell CPT
CCCC(=O)C1=C(O)C(C(=O)OC)C(C)(C)CC1=Nc1ccc(N)cc1 (stereo unspecified) as listed: 11.9%	-13.4%	-18.6%
CC1CCCCN1S(=O)(=O)c1cccc2cccnc12 (stereo unspecified) as listed: 1.4%	-11.4%	4.8%

Additional records.
Each structure is followed by: N370S GC | FEN1 inhibitor | TDP1 cell CPT
COc1ccccc1CNCC(=O)Nc1cc(S(=O)(=O)N2CCOCC2)ccc1Cl
 : · | -8.6% | ?
Cc1cccc(-n2cc(-c3ccccc3)c3c(N4CCC(C)CC4)ncnc32)c1
 : · | 7.9% | ?
CC1(CCc2ccccc2)NC(=O)N(CC(=O)Nc2ccc(S(N)(=O)=O)cc2)C1=O (stereo unspecified)
 : -4.2% | 1.0% | 2.7%
OC(CNCc1ccncc1)c1ccccc1 (stereo unspecified)
 : -1.1% | 11.3% | -23.8%
CS(=O)(=O)Nn1cnc2ccccc2c1=O
 : 3.0% | -0.8% | 23.2%
COc1ccc2nc(C)cc(N3CCOCC3)c2c1
 : -4.5% | 6.4% | -26.3%
CC(=O)c1ccc(S(=O)(=O)Nc2cccc(-c3ccc4nncn4n3)c2)cc1
 : -9.0% | -5.8% | 6.2%
CC(=NCCN1CCOCC1)C1=C(O)c2ccccc2C1=O
 : -22.0% | 1.3% | -4.2%
Cc1ccc(C(=O)Nc2ccc(N3CCN(C)CC3)nc2)cc1
 : 0.6% | 5.7% | 18.0%
CC(=O)Nc1ccc(S(=O)(=O)N2CCC(C(=O)NC3CC3)CC2)cc1
 : 7.4% | 22.9% | 2.4%
CC(C)N(Cc1nccn1C)C(=O)CCc1nnc(CCCc2ccccc2)o1
 : -0.1% | -5.1% | -0.8%
O=S1(=O)CCN(c2ccccc2CC(c2c[nH]c3ccccc23)c2c[nH]c3ccccc23)CC1
 : · | 5.6% | 8.2µM*
Cc1nn(C)c(Sc2ccccc2N)c1[N+](=O)[O-]
 : -6.1% | 1.2% | ?
Cc1cccc(N2CCN(C(=O)C3CCN(S(=O)(=O)c4c(C)noc4C)CC3)CC2C)c1 (stereo unspecified)
 : 0.8% | 7.1%&-7.5% | 8.2µM*
CC(=NNC(=O)c1ccc(NS(=O)(=O)c2ccc(Br)cc2)cc1)c1cccnc1
 : · | 0.9% | -23.1%
Cc1ccc(-n2c(=O)c3sc4ccccc4c3n(CC(=O)NC3CCCC3)c2=O)cc1C
 : · | 2.4% | ?
Nc1c(N=Nc2ccccc2F)c(=O)[nH]n1-c1ccccc1
 : -4.4% | -3.1% | 3.2%
CCN(CC)C(=O)Cn1ccc(NC(C)=O)nc1=O
 : 3.8% | -2.3% | 4.2%
Cc1nnc(SCC(=O)Nc2cccc(Cl)c2)n1CC1CCCO1 (stereo unspecified)
 : -10.1% | 8.0% | -0.1%

The list is partial; rates above refer to the full screens.
